Screening results from PubChem BioAssay.
CHRM4 PAM: potentiates acetylcholine response at human M4 receptor. P08173. CHO-K1 hM4/Gqi5, Fluo-8 calcium fluorescence, ACh EC20; 0% = ACh EC20, 100% = maximal ACh. activation, % at 3 µM. 360,000 compounds, 0.4% hits. AID 624126;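 active means activation above its plate's cutoff, the mean activation of sample wells plus 3 SD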; further: some results filed as inactive read as strong as hits
Target sequence (P08173 whole entry, looked up): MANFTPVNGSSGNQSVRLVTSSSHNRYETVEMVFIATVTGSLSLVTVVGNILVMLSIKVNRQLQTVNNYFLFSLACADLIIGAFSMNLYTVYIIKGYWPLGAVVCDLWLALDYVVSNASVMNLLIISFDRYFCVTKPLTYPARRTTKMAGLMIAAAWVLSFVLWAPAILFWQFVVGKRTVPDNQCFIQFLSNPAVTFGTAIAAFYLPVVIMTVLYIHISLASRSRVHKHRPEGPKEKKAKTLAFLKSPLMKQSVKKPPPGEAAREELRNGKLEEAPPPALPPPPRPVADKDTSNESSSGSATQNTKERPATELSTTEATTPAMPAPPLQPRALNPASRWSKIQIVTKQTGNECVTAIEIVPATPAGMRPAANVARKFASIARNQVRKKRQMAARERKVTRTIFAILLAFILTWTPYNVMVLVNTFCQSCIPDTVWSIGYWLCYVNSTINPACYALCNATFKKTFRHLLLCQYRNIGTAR
M5 ag: CHRM5 agonism in calcium assay. activation, % at 3 µM. 360,000 compounds, 0.19% hits. CHO-K1 hM5 cells, Fluo-8 calcium fluorescence; 0% DMSO wells, 100% maximal acetylcholine response. P08912;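 active means activation above the run's mean over test compounds plus 3 SD, cut at about 23% in these data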;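 further: signal is peak over basal fluorescence ratio across the kinetic read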
Target sequence (P08912 whole entry, looked up): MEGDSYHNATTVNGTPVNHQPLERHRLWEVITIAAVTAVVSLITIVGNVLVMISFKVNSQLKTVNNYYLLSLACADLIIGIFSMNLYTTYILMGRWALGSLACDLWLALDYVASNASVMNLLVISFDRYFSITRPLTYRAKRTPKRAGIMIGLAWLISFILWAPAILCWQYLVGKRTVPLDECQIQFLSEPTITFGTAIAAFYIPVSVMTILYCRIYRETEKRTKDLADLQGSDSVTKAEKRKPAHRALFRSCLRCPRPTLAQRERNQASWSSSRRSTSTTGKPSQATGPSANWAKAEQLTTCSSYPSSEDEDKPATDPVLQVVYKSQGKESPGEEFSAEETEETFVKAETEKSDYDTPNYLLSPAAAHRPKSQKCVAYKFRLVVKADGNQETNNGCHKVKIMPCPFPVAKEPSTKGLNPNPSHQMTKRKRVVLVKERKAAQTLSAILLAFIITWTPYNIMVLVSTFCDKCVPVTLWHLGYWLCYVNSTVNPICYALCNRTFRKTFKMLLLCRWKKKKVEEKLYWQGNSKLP
M1 antag: antagonists of human M1 muscarinic receptor; P11229; CHO-K1 hM1, Fluo-8 calcium fluorescence, ACh EC80 antagonist; inhibition, % at 3 µM; 360,000 compounds, 1.3% hits; AID 588852;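 active means percent inhibition above its own plate's cutoff, namely the mean of that plate's compound wells plus 3 SD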;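 further: peak over basal fluorescence ratio during 140 s after agonist addition; 0% = ACh EC80 plus DMSO and 100% = DMSO alone without agonist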
CRFR2-BP ag: CRF-BP/CRF-R2 complex agonism; HEK293 CRF-R2/CRF-BP, calcium dye fluorescence (FLIPR); percent of saturating CRF peptide response; activation, % at 13.2 µM; 350,000 compounds, 0.46% hits; AID 588473;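 active means activation of at least 50%, plus an integration ratio under a set limit after plate pattern correction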;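 further: plate controls were neutral control wells without compound for no effect and CRF at EC100 for full effect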
CHRM4 agonist: CHRM4 agonism in calcium assay; P08173; CHO-K1 hM4/Gqi5, Fluo-8 calcium fluorescence; vehicle 0%, full acetylcholine response 100%; activation, % at 3 µM; 360,000 compounds, 0.14% hits; AID 624127;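 active means activation above the run mean over all test wells plus 3 SD, cut at about 32% in these data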;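 further: peak over basal fluorescence ratio per well then scaled between controls; 0% = DMSO wells and 100% = acetylcholine at EC100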
CHRM5 antagonist: antagonists of human muscarinic M5 receptor (CHRM5); P08912; CHO-hM5 cells, Fluo-8 calcium fluorescence, ACh EC80; inhibition, % at 3 µM; 360,000 compounds, 0.59% hits;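 active means inhibition above a per-plate cutoff, the mean of that plate's test compounds plus 3 SD, cut at about 27% in these data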;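 further: 0% = acetylcholine EC80 with DMSO and 100% = DMSO without agonist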
M5 PAM: potentiates acetylcholine response at human M5 receptor; P08912; activation, % at 3 µM; AID 624038; CHO-K1 hM5, Fluo-8 calcium, ACh EC20 PAM; 0% = ACh EC20, 100% = ACh EC100; 360,000 compounds, 0.3% hits;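 active means activation above the run cutoff, the mean activation of all test compounds plus 3 SD, cut at about 18% in these data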
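Measured by: Fluo-8 calcium fluorescence; material: human M5 receptor in CHO-K1 cells; schedule: Post-acetylcholine fluorescence recording 140 s; benchmarks: low control EC20 acetylcholine (0%), high control EC100 acetylcholine (100%); read-out: Max/basal fluorescence ratio as % of EC20–EC100 ACh window; compound: single dose, 3 µM nominal final test concentration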
M4 antag: antagonists of human muscarinic M4 receptor (CHRM4); inhibition, % at 3 µM; CHO-hM4 cells, ACh EC80, Fluo-8 calcium fluorescence; 360,000 compounds, 0.73% hits; P08173;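 active means inhibition above its plate's cutoff, the mean inhibition of sample wells plus 3 SD, cut at about 27% in these data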;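 further: 0% = acetylcholine EC80 with DMSO and 100% = DMSO without agonist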
M1 PAM: human CHRM1 positive allosteric modulation; P11229; activation, % at 3 µM; AID 588819; CHO-K1 hM1, Fluo-8 calcium fluorescence, ACh EC20; 0% = ACh EC20, 100% = maximal ACh; 360,000 compounds, 0.088% hits; in the data active means activation above about 19%, passing the limit was not always enough
* marks the source's active call; other numbers are inactive results; x = no result given.

Field names – A = CHRM4 PAM; B = M5 ag; C = M1 antag; D = CRFR2-BP ag; E = CHRM4 agonist; F = CHRM5 antagonist; G = M5 PAM; H = M4 antag; I = M1 PAM
CC(=O)Nc1ccc(S(=O)(=O)N2CCN=C2SCc2ccccc2C)cc1
  A: 4 | B: 0 | C: 4 | D: 1.7 | E: 17 | F: 3 | G: -2 | H: -12 | I: 3

Cc1oc2c(c1C(=O)Nc1ccc(C(=O)O)cc1)CCCC2
  A: 6 | B: 0 | C: -5 | D: -1.4 | E: 0 | F: -1 | G: 3 | H: -2 | I: 9

O=C(NCC1CCCN(C(=O)CN2CCCCC2)C1)c1ccccc1Cl (centres undefined)
  A: 7 | B: -2 | C: -8 | D: -0.1 | E: 0 | F: -12 | G: 10 | H: -17 | I: 8

CCN(CCC#N)c1ccc(N2C(=O)CCCC2=O)cc1[N+](=O)[O-]
  A: 1 | B: -1 | C: -1 | D: -1.0 | E: 3 | F: 7 | G: 0 | H: -6 | I: 5

O=C(Nc1ccc(F)cc1)N(Cc1cccs1)Cc1cc2cc3c(cc2[nH]c1=O)OCO3
  A: -3 | B: 1 | C: 1 | D: 1.1 | E: 2 | F: 4 | G: -3 | H: -2 | I: -1

O=C(Nc1ccc(-c2noc(CCc3ccccc3)n2)cc1)c1ccco1
  A: -5 | B: 0 | C: -20 | D: 4.8 | E: 7 | F: -3 | G: -6 | H: -3 | I: -1

Cc1ccc2nc(-c3ccccc3)oc(=O)c2c1
  A: -5 | B: -2 | C: -17 | D: -1.3 | E: -1 | F: 7 | G: 8 | H: -3 | I: 12

COc1ccc(CCNC(=O)[C@@H](NC(N)=O)C(C)C)cc1
  A: -1 | B: 2 | C: 5 | D: -1.8 | E: 0 | F: 6 | G: 4 | H: 0 | I: 1

O=C(NCc1cccs1)C1CCC(CNS(=O)(=O)c2ccccc2)CC1 (centres undefined)
  A: 1 | B: 3 | C: -5 | D: -0.6 | E: 2 | F: -1 | G: 9 | H: 2 | I: 10

CCCCCC(=O)Nc1cc(S(=O)(=O)N2CCOCC2)ccc1N1CCN(C)CC1
  A: 8 | B: -5 | C: -5 | D: -1.9 | E: 1 | F: -5 | G: 1 | H: -5 | I: 10

Cc1c(/N=C/c2ccco2)n(Cc2ccccc2)c2ccccc12
  A: 2 | B: -1 | C: -4 | D: 0.7 | E: 0 | F: 6 | G: -2 | H: 13 | I: 4

CN(CCOc1ccc(Cl)cc1)C(=O)C1CCN(C(=O)c2ccc(F)cc2)CC1
  A: 3 | B: 2 | C: -12 | D: -1.1 | E: 6 | F: -10 | G: 3 | H: -2 | I: -6

O=C(OCCOCCN=C1NS(=O)(=O)c2ccccc21)c1ccccc1Br
  A: 2 | B: 1 | C: -12 | D: 0.4 | E: 5 | F: 17 | G: -2 | H: -15 | I: 8

CC1(C(=O)N2CCN(C(=O)c3ccco3)CC2)CC1(Br)Br (centres undefined)
  A: 3 | B: -1 | C: -7 | D: 0.6 | E: 3 | F: -8 | G: 4 | H: -1 | I: 2

O=c1c(-c2ccc(Cl)cc2)cnc2n1CCS2
  A: -13 | B: 5 | C: 0 | D: -0.8 | E: 3 | F: 12 | G: -5 | H: 13 | I: -2

COc1cc(C(CCN2CCCC(C)C2)c2c(OC)cc(OC)c3c2OC(=O)CC3c2ccc(N(C)C)cc2)cc(OC)c1OC (centres undefined)
  A: 10 | B: 2 | C: 18 | D: -0.5 | E: 3 | F: -2 | G: 22* | H: 3 | I: -9

CCc1ccccc1NC(=O)CSc1n[nH]c(-c2cccnc2)n1
  A: -3 | B: -1 | C: -12 | D: 0.7 | E: 1 | F: 3 | G: -1 | H: 1 | I: 8

CC1CC1C(=O)OCC(=O)Nc1ccc(S(=O)(=O)N2CCOCC2)cc1 (centres undefined)
  A: 3 | B: 1 | C: -8 | D: 2.9 | E: 2 | F: 7 | G: 2 | H: -1 | I: 8

COc1cc(/C=C/C(=O)O)cc(S(=O)(=O)Nc2ccc3[nH]c(=O)[nH]c3c2)c1OC
  A: -2 | B: -4 | C: -7 | D: -1.4 | E: 2 | F: 14 | G: 3 | H: 8 | I: 2

CCc1ccccc1NNC(=O)c1cc(C)on1
  A: 9 | B: -3 | C: -18 | D: 15 | E: 0 | F: 9 | G: 0 | H: -2 | I: 15

Cc1cc(S(=O)(=O)N2CCOCC2)ccc1F
  A: 2 | B: -1 | C: -17 | D: 1.6 | E: 0 | F: 1 | G: -2 | H: 3 | I: 9

COc1cc(Nc2cc(C)nc3ncnn23)cc(OC)c1
  A: 7 | B: 0 | C: -10 | D: 1.1 | E: 1 | F: 2 | G: -1 | H: -8 | I: 6

Cc1ccccc1CC(=O)N1CCN(C(=O)C2CCCO2)CC1 (centres undefined)
  A: 3 | B: 0 | C: -1 | D: -0.7 | E: 1 | F: 0 | G: 0 | H: 1 | I: 2

Cc1ccc(NC(=O)c2ccc(=O)n(CC(=O)Nc3c(C)cc(C)cc3C)n2)cc1
  A: 4 | B: -4 | C: 17 | D: -2.4 | E: 2 | F: 5 | G: 6 | H: -4 | I: 5

O=C1OC(Nc2ccc3c(c2)OCO3)c2ccccc21 (centres undefined)
  A: 0 | B: -1 | C: -27 | D: -1.7 | E: 0 | F: 1 | G: 0 | H: 6 | I: 5

CC(C)c1ccc(S(=O)(=O)N2CCN(CC(=O)Nc3ccc4c(c3)OCO4)CC2)cc1
  A: -11 | B: 4 | C: 12 | D: 2.1 | E: 9 | F: 4 | G: -9 | H: 2 | I: -7

c1csc(-c2ccn[nH]2)c1
  A: 12 | B: 0 | C: -16 | D: -0.4 | E: 0 | F: -7 | G: -6 | H: -20 | I: 3

OCCN(Cc1ccccc1)Cc1cccc(F)c1
  A: 1 | B: 0 | C: -10 | D: -2.3 | E: 0 | F: 6 | G: 0 | H: -4 | I: 5

O=C1NC[C@H](CCCCN2C[C@H](Cc3ccc(O)cc3)N(CC3CCCCC3)C(=O)C2=O)N(CCC2CCCCC2)C1=O
  A: -2 | B: -4 | C: x | D: x | E: 0 | F: 1 | G: -4 | H: -1 | I: x

COc1cc(C=O)ccc1OCC(=O)N1CCCC1
  A: 5 | B: -1 | C: 3 | D: -0.4 | E: 2 | F: -18 | G: 20* | H: -1 | I: -2

Cc1ccc(-c2cc(-c3ccc(F)cc3)c(C#N)c(N)n2)o1
  A: -2 | B: 3 | C: -1 | D: 0.5 | E: 3 | F: 5 | G: -2 | H: 11 | I: 6

CC(=O)Nc1ccc(C(=O)OCc2ccc(Cl)c(Cl)c2)cc1
  A: -2 | B: 5 | C: -1 | D: -2.2 | E: 6 | F: -7 | G: -5 | H: -2 | I: 18

O=C(Nc1ccc(N2CCOCC2)c(Cl)c1)c1ccccc1F
  A: -5 | B: 2 | C: -4 | D: -1.9 | E: 4 | F: 0 | G: -12 | H: -3 | I: -2

C/C(=N\O)C(=O)NCCN1CCCCC1
  A: -1 | B: 0 | C: 1 | D: -0.2 | E: 2 | F: 0 | G: -4 | H: 6 | I: 3

Cc1ccc(S(=O)(=O)N/N=C/c2ccc(OCC(=O)N3CCOCC3)cc2)cc1
  A: -4 | B: -2 | C: -3 | D: 0.6 | E: 0 | F: -3 | G: 4 | H: 9 | I: 4

COc1cccc(NC(=O)c2ccc(NC(C)=O)cc2)c1
  A: 5 | B: -2 | C: -12 | D: -0.1 | E: 1 | F: -6 | G: -1 | H: 5 | I: 9

O=C(NC1CCN(Cc2ccccc2)CC1)c1cn(-c2ccccc2)nc1-c1cccnc1
  A: -1 | B: -5 | C: -7 | D: -0.8 | E: 2 | F: -3 | G: -5 | H: -15 | I: -1

Cc1cc(C(=O)COC(=O)c2ccc(Cl)c(S(N)(=O)=O)c2)c(C)n1CC1CCCO1 (centres undefined)
  A: 3 | B: 2 | C: -15 | D: -0.9 | E: 7 | F: 1 | G: -4 | H: -7 | I: 4

CC1CCN(S(=O)(=O)c2ccc3c(c2)CC(C)N3C(=O)C2CCC2)CC1 (centres undefined)
  A: -12 | B: 1 | C: 4 | D: 0.8 | E: 7 | F: 14 | G: -6 | H: 11 | I: -6

COc1ccc(C(=O)OCC(=O)c2ccc3c(c2)NC(=O)CO3)cc1[N+](=O)[O-]
  A: 4 | B: -3 | C: -12 | D: 0.4 | E: 0 | F: 12 | G: 11 | H: 0 | I: 3

CC1CC(C)CN(C(=O)c2ccc(S(=O)(=O)N3CCCCC3)cc2)C1 (centres undefined)
  A: 11 | B: -3 | C: -9 | D: 1.0 | E: 0 | F: 3 | G: -6 | H: -17 | I: 6

COc1ccc(CCNC(=O)C2CCCN(S(=O)(=O)c3ccc(OC)cc3)C2)cc1 (centres undefined)
  A: -9 | B: -3 | C: 2 | D: 0.9 | E: 4 | F: 23 | G: -7 | H: 8 | I: -3

CCOC(=O)CSC1=C(C#N)C(=O)NC2(CCCCC2)S1
  A: 7 | B: -1 | C: -3 | D: 1.6 | E: 0 | F: -1 | G: -2 | H: -10 | I: 4

CC1(C(=O)O)Cc2ccccc2C(=O)O1 (centres undefined)
  A: -1 | B: -1 | C: 9 | D: 7.8 | E: 1 | F: 15 | G: -7 | H: 13 | I: -3

Cc1ccc(C(=O)NCC(=O)N(C)Cc2ccc(Cl)cc2Cl)s1
  A: 6 | B: -3 | C: -21 | D: -1.7 | E: 2 | F: 3 | G: 1 | H: -8 | I: 10

O=C(NCc1ccc(F)cc1)c1ccc2c(c1)S(=O)(=O)c1ccccc1C2=O
  A: -4 | B: 1 | C: 2 | D: -2.6 | E: 17 | F: 5 | G: -12 | H: -6 | I: -6

Cn1c(=O)[nH]c2c(Cl)nccc21
  A: -12 | B: -7 | C: -10 | D: 5.0 | E: 0 | F: -3 | G: 6 | H: -4 | I: 6

COc1ccc(-c2[nH]ncc2CN2CCCN(c3ccccc3)CC2)c(F)c1
  A: 4 | B: -1 | C: 9 | D: -0.7 | E: 9 | F: 2 | G: -4 | H: -20 | I: -7

Rewritten with values under each structure: entries from further up.
Order of values – CHRM4 PAM, M5 ag, M1 antag, CRFR2-BP ag, CHRM4 agonist, CHRM5 antagonist, M5 PAM, M4 antag, M1 PAM
- COc1cc(C=O)ccc1OCC(=O)N1CCCC1
    5, -1, 3, -0.4, 2, -18, 20*, -1, -2
- Cc1ccc(-c2cc(-c3ccc(F)cc3)c(C#N)c(N)n2)o1
    -2, 3, -1, 0.5, 3, 5, -2, 11, 6
- CC(=O)Nc1ccc(C(=O)OCc2ccc(Cl)c(Cl)c2)cc1
    -2, 5, -1, -2.2, 6, -7, -5, -2, 18
- O=C(Nc1ccc(N2CCOCC2)c(Cl)c1)c1ccccc1F
    -5, 2, -4, -1.9, 4, 0, -12, -3, -2
- C/C(=N\O)C(=O)NCCN1CCCCC1
    -1, 0, 1, -0.2, 2, 0, -4, 6, 3
- Cc1ccc(S(=O)(=O)N/N=C/c2ccc(OCC(=O)N3CCOCC3)cc2)cc1
    -4, -2, -3, 0.6, 0, -3, 4, 9, 4
- COc1cccc(NC(=O)c2ccc(NC(C)=O)cc2)c1
    5, -2, -12, -0.1, 1, -6, -1, 5, 9
- O=C(NC1CCN(Cc2ccccc2)CC1)c1cn(-c2ccccc2)nc1-c1cccnc1
    -1, -5, -7, -0.8, 2, -3, -5, -15, -1
- Cc1cc(C(=O)COC(=O)c2ccc(Cl)c(S(N)(=O)=O)c2)c(C)n1CC1CCCO1 (centres undefined)
    3, 2, -15, -0.9, 7, 1, -4, -7, 4
- CC1CCN(S(=O)(=O)c2ccc3c(c2)CC(C)N3C(=O)C2CCC2)CC1 (centres undefined)
    -12, 1, 4, 0.8, 7, 14, -6, 11, -6

Not a hit list; 2.8% or so of the library scored in one or more.
